# HBB splicing = hemoglobin beta splicing modulation; HBB splicing reporter cell assay, activation; EGFP reporter with mutant IVS2-654 intron; response scale: normalised to 500 nM splice-correcting PNA; Potency, µM (top dose mostly 46.1 µM), for the others: at the highest dose activation, usual class: activators; 65,000 compounds, 0.06% hits; also: potency is read from the fitted curve at half-maximal effect; 0% is about no effect
#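 HeLa cells stably expressing EGFP interrupted by mutant beta-globin intron 2 (IVS2-654), 500/well in 2% FCS. Treated with compound for 2 days at 37C. Splicing correction scored as total well GFP intensity (488 nm excitation, 500-520 nm emission); 500 nM antisense PNA served as control.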
# Pol III holo inh = blocks replication by bacterial DNA polymerase III holoenzyme; Potency, µM (series often up to 57.1 µM), for the others: at the top dose activity change, negative = inhibition; 71,000 compounds, 0.25% hits; AID 603; reconstituted DNA polymerase III holoenzyme replication, biochemical; also: potency is read from the fitted curve at half-maximal effect; % is scaled to controls: 0 for no effect and ±100 for the full control effect
#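 Reconstituted *E. coli* holoenzyme (0.35 nM Pol III, 1 nM beta, 154 nM SSB, 2 nM primase) was preincubated with compound for 15 min at RT. Synthesis on 1.4 nM ssM13Gori ran 35 min, then was stopped with PicoGreen/EDTA and read as dsDNA fluorescence.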
# HADH2 inh = inhibitors of human HADH2 dehydrogenase; AID 886; 73,000 compounds, 3.4% hits; Q99714; Potency, µM (highest dose often 57.1 µM), for inactives: top-dose activity change, negative = inhibition, usual class: inhibitors; recombinant HADH2, NADH fluorescence, beta-hydroxybutyryl-CoA; also: potency is read from the fitted curve at half-maximal effect; % is scaled to controls: 0 for no effect and ±100 for the full control effect; nearly all actives have a fitted effect of over 60% in size; many of its hits are not listed in these tables
# Target sequence (Q99714 whole entry, looked up, one chain of several): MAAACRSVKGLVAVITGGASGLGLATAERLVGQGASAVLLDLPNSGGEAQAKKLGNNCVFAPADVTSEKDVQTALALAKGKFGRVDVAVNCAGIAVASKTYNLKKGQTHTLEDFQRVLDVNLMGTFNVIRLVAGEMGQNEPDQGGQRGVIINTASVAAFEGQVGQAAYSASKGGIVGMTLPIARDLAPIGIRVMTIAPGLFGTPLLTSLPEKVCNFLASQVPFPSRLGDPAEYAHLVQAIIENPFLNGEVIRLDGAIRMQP
#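 Activity measured as NADH fluorescence gain (360/450 nm), taken as the change between first and last reads of a 4-min kinetic run. Conditions: pH 9.0 Tris buffer, 20 nM E. coli-expressed His-tagged enzyme, 1 mM NAD+, 90 uM beta-hydroxybutyryl-CoA; 15-min compound preincubation.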
# CRE-bla Fsk = modulators of forskolin-stimulated CRE signaling in CHO cells; CHO CRE-bla reporter (cAMP response element driving beta-lactamase), forskolin EC10, beta-lactamase ratio; Potency, µM (series often up to 38.2 µM), for the others: at the top dose activity change, negative = inhibition, actives largely listed as activators; 71,000 compounds, 2.5% hits; AID 662; active = well fitted activation curve with a large enough effect in the signal ratio, with a control signal flat, not every such curve was filed as active; inconclusive = small, poorly fitted or top-dose-only effect, or effect the other way, or a change in a side signal; the % refers to the signal ratio; also: potency is read from the fitted curve at half-maximal effect; % of control where 0% means no effect
#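 qHTS titration format; CRE-bla CHO reporter; stimulus EC10 NKH 477, a water-soluble forskolin. Read: CCF4 460/530 nm ratio. Potency expressed as AC50 for activators or inhibitors.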
# GFP derepression = epigenetic GFP locus derepression in mouse cells; mouse C127i GFP locus derepression, cytometry, 30 h; Potency, µM (top dose mostly 46.1 µM), without a hit: top-dose GFP derepression (activation); 68,000 compounds, 0.09% hits; also: % of control where 0% means no effect
#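 Derepression screen: silenced CMV-GFP reporter in murine C127i cells, 30 h compound incubation at 37 C, washed cells imaged by laser-scanning cytometer to enumerate GFP-expressing objects of 20 to 120 um.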
# Hsp90 Hop PPI = changes Hsp90-Hop TPR2A binding signal, up or down. Potency, µM (top dose mostly 57 µM), without a hit: top-dose activity change, negative = inhibition. AlphaScreen TPR2A-His6 binding biotin-Hsp90 C-terminal peptide. AID 595. 71,000 compounds, 0.44% hits; active = well fitted curve in either direction with a large enough effect; inconclusive = small, poorly fitted or top-dose-only effect, or another doubt; also: potency is read from the fitted curve at half-maximal effect; % is scaled to controls: 0 for no effect and ±100 for the full control effect; many of its hits are not listed in these tables
# ALOX15 inhib = blocks human 15-lipoxygenase activity; P16050; purified 15hLO-1, xylenol orange hydroperoxide absorbance; Potency, µM (series often up to 57.1 µM), for inactives: at the highest dose activity change, negative = inhibition, hits mostly inhibitors; 74,000 compounds, 1.4% hits; AID 887; also: potency is read from the fitted curve at half-maximal effect; % is scaled to controls: 0 for no effect and ±100 for the full control effect; nearly all actives have a fitted effect of over 55% in size
#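 Quantitative HTS in 25 mM Hepes pH 7.5 containing 0.01% Triton X-100: human 15hLO-1 at 40 nM, arachidonic acid at 50 uM, 6 min turnover. Product quantified via ferrous oxidation/xylenol orange, 573:405 nm absorbance ratio.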
# ERK AVP inh = vasopressin-driven ERK pathway inhibition; HEK293-V1b, vasopressin-stimulated pERK AlphaScreen; Potency, µM (top dose mostly 57.5 µM), inactives show at the top dose activity, negative = inhibition, usual class: inhibitors; 72,000 compounds, 0.99% hits; AID 995; also: potency is read from the fitted curve at half-maximal effect; % is scaled to controls: 0 for no effect and ±100 for the full control effect; nearly all actives have a fitted effect of over 55% in size
#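 Phosphorylated ERK1/2 detected via AlphaScreen bead proximity in lysates of V1b-expressing HEK293 cells given 25 nM vasopressin for 5 min after 30 min compound exposure (37 °C). AC50 from Hill equation; basal DMSO 0%, vasopressin 100%.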
# Ub-GFP proteasome = inhibits proteasome, raising ubiquitin-GFP reporter fluorescence | Ubiquitin-GFP reporter cells, proteasome inhibition, GFP fluorescence; response scale: untreated = 0%, 10 µM MG-132 = 100% | Potency, µM (series often up to 45.9 µM), without a hit: at the top dose activation (GFP accumulation), most hits filed as activators | 67,000 tested, under 10 active; active = well fitted activation curve with a large enough effect, not every such curve was filed as active; inconclusive = small, poorly fitted or top-dose-only effect, or another doubt; inactive = no such curve, though single readings can be large or run the other way; also: potency is read from the fitted curve at half-maximal effect
#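 Proteasome blockade was scored as a rise in GFP-expressing U2OS cells carrying a ubiquitin(G76V)-GFP construct, imaged after 4 hr compound treatment at 37 °C across a 46 uM–2.9 nM series.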
# FLuc inh = firefly luciferase inhibition. 72,000 compounds, 2.2% hits. P08659. purified firefly luciferase, luminescence, 8 min. Potency, µM (series often up to 57.1 µM), for the others: at the highest dose activity change, negative = inhibition, most hits filed as inhibitors; also: potency is read from the fitted curve at half-maximal effect; % is scaled to controls: 0 for no effect and ±100 for the full control effect; nearly all actives have a fitted effect of over 40% in size
# Target sequence (P08659 whole entry, looked up): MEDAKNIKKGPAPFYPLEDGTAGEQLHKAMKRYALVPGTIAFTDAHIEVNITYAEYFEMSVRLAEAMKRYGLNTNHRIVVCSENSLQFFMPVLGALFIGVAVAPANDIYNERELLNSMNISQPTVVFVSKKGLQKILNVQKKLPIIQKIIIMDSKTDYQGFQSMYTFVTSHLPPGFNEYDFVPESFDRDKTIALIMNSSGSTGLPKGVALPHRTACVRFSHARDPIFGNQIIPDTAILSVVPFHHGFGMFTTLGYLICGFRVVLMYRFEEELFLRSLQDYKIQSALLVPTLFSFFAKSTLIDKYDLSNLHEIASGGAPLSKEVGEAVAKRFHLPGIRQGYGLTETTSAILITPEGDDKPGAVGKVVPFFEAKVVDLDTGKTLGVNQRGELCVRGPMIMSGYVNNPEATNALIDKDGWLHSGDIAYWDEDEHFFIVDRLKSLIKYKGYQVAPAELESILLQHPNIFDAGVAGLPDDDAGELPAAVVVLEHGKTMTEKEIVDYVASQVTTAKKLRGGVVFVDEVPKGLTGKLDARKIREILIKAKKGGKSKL
#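 Titration-based qHTS; buffer 50 mM imidazole pH 7.2, 50 mM KCl, 7 mM MgCl2, 10 uM ATP, 0.01% Tween 20, 0.05% BSA; luciferase/luciferin detector mix added after compound; 8 min, ambient; luminescence.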
# Tau filament bind = tau filament binding | P10636 | recombinant tau filaments, thioflavin S fluorescence, 15 h; filaments grown with octadecylsulfate alongside compound | Potency, µM (top dose mostly 57.1 µM), without a hit: at the top dose activity change, negative = inhibition | 71,000 compounds, 2% hits;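 also: potency is read from the fitted curve at half-maximal effect; % is scaled to controls: 0 for no effect and ±100 for the full control effect; actives lower thioflavin S fluorescence by blocking filaments or displacing dye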
#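 ThS-based fibril read: tau 1 uM final, inducer ODS 30 uM final, 37 C for 15 h, ex 450/em 510 nm.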
# An asterisk follows results filed as active; u = inconclusive; x = not tested or not shown; [ ] = remark or other dose. Unless noted, calls follow the shape of the dose curve; as a rule, active = well fitted curve in the direction sought with a large enough effect; inconclusive = small, poorly fitted or top-dose-only effect, or another doubt; inactive = no such curve, though single readings can be large; an effect the other way counts as inactive or inconclusive. A portion of the library (hit frequency here may not be typical).
structure | HBB splicing | Pol III holo inh | HADH2 inh | CRE-bla Fsk | GFP derepression | Hsp90 Hop PPI | ALOX15 inhib | ERK AVP inh | Ub-GFP proteasome | FLuc inh | Tau filament bind
CCOC(=O)c1ccc(NC(=O)CSc2nnc(-c3ccncc3)n2C)cc1 | -2.2% | -1% | 13% | 7% | 0% | -5% | -4% | -9% | 0% | 3% | -2%
O=C(NCc1ccco1)C1CCN(C(=O)c2cc3sccc3n2Cc2ccc(F)cc2)CC1 | -2.4% | 14% | -3% | u | 0% | -11% | -12% | -16% | 6% | 1% | 11%
Cc1nn(S(=O)(=O)N(C)C)c(C)c1CN1C(=O)c2ccccc2C1=O | 0.8% | -7% | 6% | u | -2% | -4% | -1% | 12% | -1% | 0% | -8%
CCC(C)n1c(SCC(=O)NC(=O)Nc2ccc3c(c2)OCCO3)nc2ccccc2c1=O (centres undefined) | -2.1% | 1% | 13% | -12% | 0% | -4% | -14% | 3% | -5% | -1% | 50%
O=C(Oc1nsnc1N1CCOCC1)N(c1ccccc1)c1ccccc1 | 0.3% | 3% | -6% | u | 2% | 2% | 10% | 19% | -7% | 2% | 11%
CCN1CCN(CNC(=O)c2cnccn2)CC1 | -1.0% | -11% | -2% | u | -1% | -1% | 7% | 6% | -2% | 3% | 0%
Cc1noc(C)c1COC(=O)Cc1ccc(Cl)cc1 | 0.9% | 0% | 23% | u | 0% | 2% | -12% | 13% | 4% | 3% | 1%
CCc1nc2oc3ccccc3c(=O)c2c(=O)n1CCOC | 1.0% | 10% | -9% | 13% | 0% | 0% | 3% | 1% | 3% | 2% | -15%
OC(CN1CCOCC1)Cn1c(-c2cccc(Cl)c2)nc2ccccc21 (centres undefined) | -1.6% | 4% | 3% | 0% | 0% | -3% | -6% | 10% | -1% | 0% | 6%
C=CCn1c(=O)c2c(C)c(C)sc2n2c(Nc3ccccc3)nnc12 | 0.4% | 0% | 9% | 3.2µM* | 3% | -4% | -9% | -19% | 5% | 1% | 4%

# Other results follow.
structure | HBB splicing | Pol III holo inh | HADH2 inh | CRE-bla Fsk | GFP derepression | Hsp90 Hop PPI | ALOX15 inhib | ERK AVP inh | Ub-GFP proteasome | FLuc inh | Tau filament bind
COc1cc2nc(C3CCC3)n(NC(=O)C3CCC(OC)CC3)c(=O)c2cc1OC (centres undefined) | x | -6% | 9% | 1% | -1% | -1% | 6% | -10% | -2% | -1% | 7%
CCOC(=O)C1CCN(CC(=O)c2c(C)[nH]c3ccccc23)CC1 | 2.9%[1.84 µM] | -2% | 5% | u | 2% | 1% | u | -3% | -6% | 0% | -9%
CCCOc1ccc(N2C(=O)CC(N3CCC(O)(c4cccc(C(F)(F)F)c4)CC3)C2=O)cc1 (centres undefined) | 2.4% | 4% | 26% | -7% | 5% | -4% | -9% | -26% | 20% | 0% | 1%
O=C(COC(=O)C12CC3CC(CC(C3)C1)C2)NCc1ccco1 | -0.2%[57.5 µM] | -2% | 5% | 1% | 4% | -3% | -2% | u | 3% | -1% | 3%
CN1CCC(N(C)C(=O)c2ccccc2Nc2ccc(SC(F)F)cc2)CC1 | -1.5% | 1% | 0% | -8% | -1% | -4% | -19% | 0% | -2% | 5% | 0%
CC(=O)Nc1ccc(C(=O)N2CCN(C(=O)c3ccco3)CC2)cc1 | -0.1% | -1% | 1% | -25% | 0% | -2% | 8% | -5% | 7% | 5% | -5%
CN(C)CCCN=C(N)N | 1.2%[9.22 µM] | 2%[11.4 µM] | -1%[11.4 µM] | -4%[7.6 µM] | 2%[9.22 µM] | -6%[11 µM] | 4%[11.4 µM] | -22%[11.5 µM] | -1%[9.17 µM] | 1%[11.4 µM] | 1%[11.4 µM]
O=C(CCCn1c(=S)[nH]c2cc3c(cc2c1=O)OCO3)N1CCN(c2ccccc2)CC1 | -2.9%[0.369 µM] | -2% | 2% | -4% | 2% | -6% | 5% | -14% | -1% | -2% | -5%
O=C1CC(Cc2ccccc2)C(=O)N1CCCn1ccnc1 (centres undefined) | 1.3% | -4% | 3% | -1% | 0% | 0% | 2% | -5% | 16% | 3% | 9%
CC(C)C[C@@H](CC(=O)N[C@@H](CCCN)CC(=O)N[C@@H]1CCNC[C@H]1C(=O)N[C@H](CC(=O)N[C@@H](CCC(=O)O)CC(=O)O)CC(C)C)NC(=O)[C@@H]1CCCC[C@H]1N | -0.6% | -5% | -8% | u | x | -13% | x | x | x | x | -8%

# By substructure: the entries above with an aryl thioether with sulfur outside any ring (3)
structure | HBB splicing | Pol III holo inh | HADH2 inh | CRE-bla Fsk | GFP derepression | Hsp90 Hop PPI | ALOX15 inhib | ERK AVP inh | Ub-GFP proteasome | FLuc inh | Tau filament bind
CCOC(=O)c1ccc(NC(=O)CSc2nnc(-c3ccncc3)n2C)cc1 | -2.2% | -1% | 13% | 7% | 0% | -5% | -4% | -9% | 0% | 3% | -2%
CCC(C)n1c(SCC(=O)NC(=O)Nc2ccc3c(c2)OCCO3)nc2ccccc2c1=O (centres undefined) | -2.1% | 1% | 13% | -12% | 0% | -4% | -14% | 3% | -5% | -1% | 50%
CN1CCC(N(C)C(=O)c2ccccc2Nc2ccc(SC(F)F)cc2)CC1 | -1.5% | 1% | 0% | -8% | -1% | -4% | -19% | 0% | -2% | 5% | 0%

# Continued:
# The line under a structure holds: HBB splicing | Pol III holo inh | HADH2 inh | CRE-bla Fsk | GFP derepression | Hsp90 Hop PPI | ALOX15 inhib | ERK AVP inh | Ub-GFP proteasome | FLuc inh | Tau filament bind
> C[C@]1(C(=O)NCCc2c[nH]c3ccccc23)C=C[C@@H](Cc2ccccc2)N1C(=O)c1ccccc1
→ -1.9% | -4% | 7% | -22% | x | -8% | -22% | 8% | x | x | 78%
> Cc1ccnc(NS(=O)(=O)c2ccc(N)cc2)n1
→ -1.4%[20.6 µM] | -6%[25.6 µM] | 2%[25.6 µM] | 3%[17.1 µM] | 4%[20.6 µM] | -2%[26 µM] | 2% | -2% | 4%[20.5 µM] | 3%[25.5 µM] | 3%[25.6 µM]
> N#CCCn1c(Cl)nc2ccccc21
→ 0.9%[0.369 µM] | 3% | -16% | -10% | 4% | -2% | -4% | -13% | x | -1% | 0%
> COc1ccc(-c2cc(NCCc3ccncc3)n3ncnc3n2)cc1
→ x | -6% | u | u | -1% | u | -14% | u | -1% | 0% | -3%
> COc1ccc(OCCSc2nnc(-c3ccoc3C)n2C)cc1
→ 1.7% | -8% | 3% | -4% | -2% | -4% | 1% | 3% | -2% | 0% | -5%
> O=C(O)c1ccc(COc2c(F)c(F)cc(F)c2F)o1
→ -2.0% | -6% | -13% | u | -3% | -7% | -7% | -16% | 8% | 1% | -1%
> CS(=O)(=O)N(CC(=O)Nc1ccc2c(c1)OCO2)c1ccccc1
→ -0.1%[57.5 µM] | -3% | 3% | -9% | -2% | -4% | 3% | 4% | 3% | -9% | -24%
> C=CC(=O)OCCOCCOC(=O)C=C
→ 0.5% | -4% | u | u | x | 0% | -3% | 9% | x | x | -3%
> O=C(N/N=C\c1ccc2c(c1)CCC2)c1ccccc1O
→ 3.2%[9.22 µM] | 0%[11.4 µM] | -6%[11.4 µM] | -5%[7.6 µM] | 2%[9.22 µM] | 0%[11 µM] | 0%[11.4 µM] | u | 5%[9.17 µM] | 3.2µM* | 6%[11.4 µM]
> COC(=O)c1ccc(Cl)c(NC(=O)CN(c2ccc3c(c2)OCO3)S(C)(=O)=O)c1
→ 0.9% | 4% | -2% | 15% | -2% | -4% | 3% | -4% | 0% | 3% | -2%
> COc1ccc(-c2nnc(Nc3nc4c(OC)cccc4s3)o2)cc1
→ 0.5% | -4% | u | 13µM* | -3% | -9% | 3% | 6% | 16% | 10µM* | 421%
> O=C(CSc1nc(-c2ccccc2)cs1)N1CCN(C(=O)c2ccco2)CC1
→ 1.7% | 1% | 7% | 6% | 1% | -4% | -8% | -7% | 0% | -9% | -6%
> CCOc1ccc(C2c3c(oc4cc(C)c(C)cc4c3=O)C(=O)N2CCCN2CCOCC2)cc1 (centres undefined)
→ -0.4% | 0% | -2% | 15% | x | -5% | -17% | x | 6% | 1% | 16µM*
